MT1-MMP txn act = MT1-MMP promoter transcription activation; HT1080 MT1-MMP promoter luciferase reporter, luminescence, overnight; hits give high values; activation factor at 10 µM; 86,000 compounds, 0.16% hits; AID 750;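 active = activation factor of at least 2 for MT1-MMP transcription at 10 µM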
HIV Rev-RRE inh = inhibitors of HIV-1 Rev-RRE RNA interaction; inhibition, % at 8 µM; AID 704; P05866; Rev peptide-RRE RNA binding, FRET; 97,000 compounds, 0.79% hits;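 active = inhibition above the screen-wide mean plus 3 SD, cut at about 35% in these data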;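 also: 0% = median DMSO wells and 100% = median Neomycin B control wells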
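Material: labelled RRE RNA duplex and labelled Rev peptide / Buffer or medium: HEPES pH 7.5 salt buffer with EDTA / Compound dosing: single point, 8 µM final nominal compound concentration / Benchmarks: DMSO low control, neomycin B high control / Timing: 5 min preincubation and 15 min binding, 25 °C / Technique: FRET fluorescence readout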
FAK inh = inhibitors of human focal adhesion kinase; biochemical FAK kinase activity assay; Q05397; 97,000 compounds, 0.84% hits; inhibition, %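 (tested at 7 µM)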; in the data active = inhibition above about 19%;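 also: 0% = DMSO and 100% = reference compound high control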
Target sequence (Q05397 whole entry, looked up): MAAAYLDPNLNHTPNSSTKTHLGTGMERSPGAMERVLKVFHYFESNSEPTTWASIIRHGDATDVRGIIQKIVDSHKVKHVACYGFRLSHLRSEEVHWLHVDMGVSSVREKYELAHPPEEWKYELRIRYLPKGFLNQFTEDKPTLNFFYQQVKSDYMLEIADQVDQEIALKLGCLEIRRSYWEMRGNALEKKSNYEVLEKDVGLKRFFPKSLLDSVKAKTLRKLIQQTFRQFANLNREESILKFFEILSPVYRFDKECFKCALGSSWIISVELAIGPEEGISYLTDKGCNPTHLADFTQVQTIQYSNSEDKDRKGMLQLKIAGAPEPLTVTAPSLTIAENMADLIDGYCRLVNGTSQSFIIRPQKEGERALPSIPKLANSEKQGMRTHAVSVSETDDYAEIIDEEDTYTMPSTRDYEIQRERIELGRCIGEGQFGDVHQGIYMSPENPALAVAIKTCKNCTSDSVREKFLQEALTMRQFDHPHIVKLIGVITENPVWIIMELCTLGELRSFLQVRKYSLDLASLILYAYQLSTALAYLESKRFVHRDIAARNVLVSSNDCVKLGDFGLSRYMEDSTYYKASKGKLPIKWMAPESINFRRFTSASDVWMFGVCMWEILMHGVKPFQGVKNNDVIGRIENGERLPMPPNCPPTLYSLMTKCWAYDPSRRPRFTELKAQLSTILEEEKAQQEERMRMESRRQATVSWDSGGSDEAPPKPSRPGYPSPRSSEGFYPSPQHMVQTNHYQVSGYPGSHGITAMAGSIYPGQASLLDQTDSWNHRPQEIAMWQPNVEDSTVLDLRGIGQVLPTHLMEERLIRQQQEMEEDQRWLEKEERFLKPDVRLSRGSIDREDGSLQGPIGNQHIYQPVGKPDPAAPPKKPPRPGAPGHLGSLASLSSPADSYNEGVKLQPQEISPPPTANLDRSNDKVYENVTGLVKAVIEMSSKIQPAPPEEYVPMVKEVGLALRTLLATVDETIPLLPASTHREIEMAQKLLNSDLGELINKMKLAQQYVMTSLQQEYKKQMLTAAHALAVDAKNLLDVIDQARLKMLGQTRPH
PLK1 kinase inh = inhibitors of human PLK1 kinase | P53350 | recombinant PLK1 kinase, TR-FRET peptide phosphorylation | inhibition, % at 10 µM | 97,000 compounds, 0.53% hits;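 active = inhibition of 50% or more in the single-concentration screen; inactive = inhibition below 50%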;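 also: 0% = DMSO max control and 100% = H-89 dihydrochloride min control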
S1P2 agonist = S1P2 (human) receptor agonism | S1P2-expressing cell line, agonist reporter read-out | activation, % at 4.5 µM | 97,000 compounds, 0.46% hits | AID 729; in the data active = activation above about 16%;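 also: 0% = vehicle low control and 100% = maximal reference agonist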
S1P2 antag = S1P2 (human) receptor antagonism | O95136 | cell-based S1P2 antagonist assay, inhibition at 5 uM | inhibition, % at 5 µM | 97,000 compounds, 0.21% hits; in the data active = inhibition above about 45%;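 also: CRE beta-lactamase reporter cells expressing human S1P2 stimulated with S1P; 0% = agonist at EC80 alone and 100% = agonist plus reference antagonist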
EphB4 antag = blocks human EphB4 binding to ephrin-B2; P54760; EphB4 LBD / TNYL-RAW-Alexa532 peptide, fluorescence polarization; inhibition, % at 7 µM; 97,000 compounds, 0.15% hits;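 active = inhibition above the screen-wide mean inhibition plus 3 SD, cut at about 15% in these data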;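 also: 0% = DMSO wells and 100% = excess unlabeled TNYL-RAW peptide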
PLAP act = activators of human placental alkaline phosphatase; P05187; purified PLAP enzyme, luminescent substrate read-out; hits give high values; activation fold at 20 µM; 96,000 compounds, 1.2% hits; in the data active = activation fold above about 2
PLK1 PBD inh = Plk1 (human) PBD binding inhibition; Plk1 PBD phosphopeptide binding, fluorescence polarization; inhibition, %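 (tested at about 20 µM)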; 97,000 compounds, 0.13% hits; AID 693; in the data active = inhibition above about 34%, passing the limit was not always enough
Numbers without * were called inactive; x = not tested or not shown; [ ] = remark or other dose.

SMILES	MT1-MMP txn act	HIV Rev-RRE inh	FAK inh	PLK1 kinase inh	S1P2 agonist	S1P2 antag	EphB4 antag	PLAP act	PLK1 PBD inh
CC1(C)CC(=O)c2cc(OCC(=O)NCCCN3CCN(c4ccccc4F)CC3)ccc2O1	1.2	9	0	-9	-2	-6	-12	1.4	7
CCn1nnnc1SCC(=O)Nc1sc(C)c(C)c1C#N	1.2	-1	2	-9	-2	-16	3	1	-12
OCc1csc(=Nc2ccccc2)n1-c1ccccc1	1.3	7	7	0	-3	7	2	0.8	-5
O=C1NNC(=O)C2C3C=CC(C4CC34)C12 (stereo unspecified)	1	12	-2	-1	-4	-6	1	0.8	-10
O=C(O)[C@H](CO)Nc1ncnc2sc3c(c12)CCC3	1.2	7	-3	-2	-4	5	2	0.8	-3
CCCCNc1nc2c(c(=O)[nH]c(=O)n2C)n1CCOc1ccccc1	1.1	6	-2	-14	-4	7	-1	0.9	10
Cc1nn(CC(=O)Nc2ccc3c(c2)nc(CN2CCCC2)n3C)c(=O)c2ccccc12	1	-1	15	-7	-5	-1	-6	1.6	24
CC1=NN(c2nc(-c3ccc(Cl)cc3)cs2)C(=O)C1	x	0	2	-8	-8	-8	-7	1.1	15
CC(C)c1ccccc1NC(=O)CCCC(=O)O	1.1	5	-11	-4	-4	20	2	x	17
c1ccc(-c2nc3nonc3nc2-c2ccccc2)cc1	0.8	0	4	-6	-5	-6	0	0.8	10
CC1=[N+]([O-])C(N2CCOCC2)C(O)(c2ccccc2)C1 (stereo unspecified)	1.3	9	1	20	-2	8	-5	0.8	2
CCN1CCN(CC(=O)NC2CCCCC2)C(=O)C1=O	1.2	10	4	-2	-3	-2	-1	x	-13
CCOc1ccc(S(=O)(=O)N2CCN(C(=O)c3sccc3C)CC2)cc1	1	1	1	-8	-7	-14	0	1	-1
CCc1nnc(NC=C2C(=O)OC(C)(C)OC2=O)s1	1.1	4	2	2	-5	0	-2	1	-4
Cc1nc(N2CCN(C)CC2)c2c(C)c(C(=O)Nc3ccc(C)c(F)c3)sc2n1	1	3	1	0	1	-8	3	1.7	-1
O=C(CSc1nnc(-c2ccccc2Cl)n1Cc1ccco1)Nc1ccc2c(c1)OCCO2	1.1	4	-1	-9	-2	1	-1	1.7	-20
Cc1ccc(C(=O)CSC2=C(C#N)C(c3ccco3)C3=C(CC(C)(C)CC3=O)N2)cc1 (stereo unspecified)	x	14	-1	-35	-3	-15	-4	1.2	-24
O=C(Nc1cccnc1)c1cc(-c2ccco2)on1	1.2	15	1	-8	-5	11	7	1.1	3
COc1ccc(CCN/C=C2/CC(=O)NC2=O)cc1OC	1	0	-1	-14	-1	0	-1	1.2	26
COCCNC(=O)CN(C(=O)CCC(=O)Nc1nccs1)c1ccccc1OC	1.3	6	9	-6	-2	1	11	1.5	13
OC(CNCCc1ccc(Cl)cc1)COCc1ccco1 (stereo unspecified)	1.1	0	-5	-4	-7	16	-1	1.2	5
COc1cccc(-c2cc(C(=O)Nc3ccc(OC)c(OC)c3)no2)c1	1.2	2	0	-1	0	-12	0	0.9	-11
CCn1c(N2CCN(C(=O)NC3CCCCC3)CC2)nc2ccccc21	1.1	3	-3	-6	-5	-3	1	x	5
COc1cc(-c2csc(N3CCOCC3)n2)cc(OC)c1OC	1.1	6	1	-11	-7	9	-1	1.8	-10
COc1ccc(Cl)cc1NS(=O)(=O)c1ccc(OC)c(OC)c1	1.1	1	1	2	-6	-5	5	x	-6
O=C(Nc1ccc2c(c1)OCO2)N1CCN(c2ncc(C(F)(F)F)cc2Cl)CC1	1.2	13	0	-13	-6	-56	6	1	7
O=C(O)Cc1ccccc1C(=O)O	1	5	-7	-3	-5	-8	-5	0.9	2
CCOC(=O)C1=C(c2ccccc2)OC(N)=C(C#N)C1C(C)C (stereo unspecified)	1.2	11	13	1	-3	4	2	1	-4
S=C(Nc1ccccc1)Nc1nc2ccccc2n1CCOc1ccccc1	x	1	-1	-10	0	-27	3	0.9	-38
CC(C)(C)NC(=O)CN1CCC(O)(c2ccc3c(c2)OCO3)CC1	1.2	1	-2	-9	-5	0	7	x	-13
O=S(=O)(N1CCOCC1)n1cnc2ccccc21	1.2	9	-1	-9	-3	15	-7	1	20
COc1cccc(-n2cc3c(=O)n(C)c(=O)n(C)c3c2)c1	1.3	2	6	-11	-1	-12	-2	0.9	-1
COc1ccccc1N1CCN(C(=O)c2ccc3c(=O)n(Cc4ccco4)c(=S)[nH]c3c2)CC1	1.1	-3	-7	-2	-5	-9	3	1	9
COc1ccccc1Cn1c(=S)[nH]c2cc(C(=O)N3CCN(C)CC3)ccc2c1=O	1.2	2	1	1	-3	14	0	1.2	1
Oc1c(/C=N/c2ncn[nH]2)ccc2ccccc12	1.1	13	-1	-9	-3	18	-3	1	-31
CCOC(=O)CSc1nc2sc(C)c(C)c2c(=O)n1C	1.1	5	-1	-10	-2	7	3	0.9	5
Cc1cccc(C)c1OCC(O)Cn1ccnc1C (stereo unspecified)	1.1	x	x	-11	x	x	x	1.4	11
CCOc1ccc(-c2nnn(CC(=O)N3CCN(c4ccc(F)cc4)CC3)n2)cc1OCC	1.1	4	-1	-4	-7	1	-4	0.9	16
COc1ccc(-n2c(SCC(=O)N3CCCC(C)C3)nnc2-c2cccnc2)cc1 (stereo unspecified)	1.1	3	-4	-11	-8	6	0	1.2	-12
CCN(CC)c1ccc(/C=c2\sc3nnc(-c4ccccc4Cl)n3c2=O)cc1	1.2	134*[fluorescence artefact?]	0	-26	-2	7	-6	0.6	-239
O=S(=O)(/N=C(/Nc1ccccn1)c1ccccc1)c1ccc(Cl)cc1	x	1	-2	-12	-5	11	-6	1.1	18
Cn1ccnc1SCC(=O)c1cc2ccccc2o1	1.6	26	-4	-1	-5	-5	2	1.4	-35
COc1ccccc1-n1c(C)nnc1SCC(N)=O	1.1	6	1	-7	-6	-10	-3	0.8	-41
CCOCCCNC(=O)C(NC(=O)CNC(=O)c1ccccc1)c1ccccc1 (stereo unspecified)	1.1	0	0	-1	-7	1	0	0.9	-7
CC(=Nc1ccc(C)c(C)c1)C1=C(O)CSC1=O	1.4	-5	-6	-17	-8	3	-1	0.9	-20
CC(=O)Nc1c(O)nc(SCC(=O)Nc2ccc(C(C)=O)cc2)[nH]c1=O	1.7	2	-4	0	-11	10	-5	1.2	-1
O=C(Nc1c(F)cc(F)cc1Br)c1cc(-c2ccco2)on1	1	7	0	-11	-4	6	-4	1	-15
CN(Cc1ccccc1)C(=O)CSc1nc2ccccc2c(=O)n1Cc1ccco1	1.3	6	8	-4	-4	6	0	1.8	-28
CCn1cc(C(=O)N2CCc3ccccc32)c(=O)c2cc(S(=O)(=O)N3CCCCCC3)ccc21	1.1	9	-1	-2	-3	-35	3	1.5	-14
O=c1c2nnn(Cc3ccccc3)c2ncn1-c1ccccc1	1.3	9	0	-7	0	25	7	0.9	-3
CCOC(=O)C1=C(C)N(c2ccc(C)cc2)C(=O)/C1=C\c1cccs1	x	4	-1	-5	-4	-10	1	0.9	1
O=C(CSc1nnc(-c2cccnc2)n1-c1ccccc1)Nc1ccccn1	1.1	0	0	3	-4	-11	-3	1	-12
Brc1ccc(CN2CCN(c3ccccn3)CC2)s1	1.1	8	1	-5	-8	8	6	1.5	2
O=C(NCCN1CCN(Cc2ccccc2)CC1)c1cc2c(=O)[nH]c3ccccc3c2s1	1	12	3	0	-3	-27	0	1.7	6
Cc1ccc(-c2cc(C(=O)Nc3ccc(S(=O)(=O)Nc4cc(C)on4)cc3)c3ccccc3n2)c(C)c1	x	2	-1	-9	-7	11	1	1.4	-7
Nc1ncnc2oc(-c3ccco3)c(-c3ccco3)c12	0.9	10	54*	56*	-3	-9	7	0.9	-28
CCc1ccc(OCCNC(=O)c2ccc(S(=O)(=O)N(C)C)cc2)cc1	1.1	10	-2	-28	-2	-25	-2	1.1	-27
Cc1oc(CC(C)C)cc1C(=O)Nc1ccc(C(=O)O)cc1	1.2	3	-3	2	-5	1	-4	1.2	28
CC(C)Cn1cnc2c1c(=O)n(CC(=O)Nc1ccc3c(c1)OCO3)c(=O)n2Cc1ccccc1	1	8	-1	-10	-7	10	7	1	-32
CC(C)c1nc(SCC(=O)c2ccccc2)c2c(=O)n(C)c(=O)n(C)c2n1	x	11	0	-20	-5	5	5	0.9	-9
Remaining list, next part:
SMILES	MT1-MMP txn act	HIV Rev-RRE inh	FAK inh	PLK1 kinase inh	S1P2 agonist	S1P2 antag	EphB4 antag	PLAP act	PLK1 PBD inh
COc1ccc(Oc2ncnc3c2ncn3Cc2ccccc2)cc1	1.2	3	-1	-6	-7	-23	2	1	4
CCOC(=O)C1CCN(C(=O)C2CCN(S(=O)(=O)c3cc(Cl)ccc3Cl)CC2)CC1	1	5	-1	3	-8	2	-4	1.7	-43
CC1CCN(C(=O)CSCc2ccc(Cl)cc2)CC1	1.6	0	0	-8	-1	-4	1	1	1
CC(C)(C)c1nnc2sc(SCCN3C(=O)c4ccccc4C3=O)nn2c1=O	1	9	8	-4	-5	-6	1	1	14
Cn1nnnc1SCC(=O)NCC(=O)c1ccccc1	1.1	4	2	-1	-5	5	3	1	-11
c1ccc(-c2csc3nnc(SCc4ccc5c(c4)OCO5)n23)cc1	1	8	-3	3	-1	-21	-9	1.1	3
O=C(CCN1C(=O)c2ccccc2C1=O)Nc1ccc(F)cc1	0.9	6	-6	-2	-5	5	0	0.8	-3
CCCC(C(=O)NC1CCCCC1)N(CC1CCCO1)C(=O)CNS(=O)(=O)c1ccc(F)cc1 (stereo unspecified)	1	-1	-2	5	-3	1	-12	1.8	-19
CCOC(=O)COn1c(=O)c(C)[n+]([O-])c2ccccc21	1.2	18	0	-6	-4	-12	0	1	8
O=C(CCNS(=O)(=O)c1ccc(Cl)cc1)N1CCC2(O)CCCCC2C1 (stereo unspecified)	1.1	2	1	-3	-2	9	-5	1.5	-13
COc1cccc(/C=N/NC(=O)c2ccc(OCc3cccc(Br)c3)cc2)c1	x	8	0	-14	-5	8	3	1.2	1
CCN(CC)CC(=O)NN=C(c1ccccc1)c1ccccc1	x	3	0	-9	-4	19	6	1.4	-8
Cc1nn(Cc2ccccc2)c(C)c1NC(=O)c1cc(-c2ccc3c(c2)OCO3)on1	1.1	-2	-1	-9	0	7	2	1	0
O=C(CCCC(=O)N(c1ccc2c(c1)OCCO2)C(C(=O)NC1CCCCC1)c1ccc(Cl)cc1)Nc1ccccn1 (stereo unspecified)	x	-5	2	3	-5	-17	-12	1.3	-10
CN(CC(=O)Nc1ccccc1C(=O)N1CCCC1)S(=O)(=O)c1ccc(Br)cc1	1.2	1	0	-29	-4	-20	2	1.2	1
CCOC(=O)N1CCC(NC(=O)C2CCN(c3nc(-c4ccc(OC)cc4)no3)CC2)CC1	x	9	-5	0	-6	16	2	1.2	-11
CC1CN(C(=O)Cn2cnc3c2c(=O)n(C)c(=O)n3C)CC(C)O1 (stereo unspecified)	1.3	-1	0	-1	0	0	-4	0.9	1
COc1ccc(-n2c(C)cc(C(=O)Cn3nnc4ccccc4c3=O)c2C)cc1	1.2	2	6	-9	-4	16	10	1.5	-17

Screens deposited in PubChem BioAssay by several laboratories.
